Compound activity from PubChem BioAssay.
Growth percent in the NCI-60 one-dose screen (48 h, 10 µM unless noted): 100 = growth as untreated, 0 = no growth, -100 = all killed.
SNB-19 = SNB-19 CNS cancer cells. hit rate 2.5% among 81,000
OVCAR-8 = OVCAR-8 ovarian cancer; AID 1794782; hit rate 4.4% among 81,000
SF-268 = SF-268 CNS cancer cells | hit rate 3.1% among 82,000 | AID 1794759
U251 = U251 CNS tumor cells; hit rate 5.4% among 80,000; AID 1794753
DU-145 = DU-145 prostate cancer. hit rate 4.2% among 81,000
SF-539 = SF-539 CNS cancer; hit rate 6.8% among 81,000
PC-3 = PC-3 prostate cancer cells. hit rate 3.9% among 80,000. AID 1794754
SF-295 = SF-295 CNS cancer cells. AID 1794758. hit rate 5.6% among 79,000
* hit, by the source's call; . = no result given. How the source made its calls: active means growth percent below 10; inactive means the rest.

nr	SMILES	SNB-19	OVCAR-8	SF-268	U251
1	Oc1[nH]c(=S)sc1C=Nc1ccc(Cl)cc1	99	92	99	95
2	COc1ccc(-n2nc(C)c3c(Oc4ccc(NC(=O)Nc5ccc(Cl)c(C(F)(F)F)c5)cc4)ncnc32)cc1	99	99	99	93
3	CCOC(=O)c1ccc(NC(=S)NC(=O)c2ccc(NC(=O)c3ccc(C)cc3)cc2)cc1	94	92	105	102
4	O=C1NNC(=O)C2C3C=CC(O3)C12 (stereo unspecified)	110	99	106	101
5	CCCCCCNC(=O)Oc1ccc(/C(=C(\C)c2ccccc2)c2ccc(OCCCN(C)C)cc2)cc1	81	87	79	67
6	O=c1[nH]c2cc(-c3ccc4ncnc(N5CCc6cc(F)c(Cl)cc65)c4c3)cnc2[nH]1	81	97	75	103
7	CCCNC(=O)Oc1ccc(/C(=C(\C)c2ccccc2)c2ccc(OCCN3CCCCC3)cc2)cc1	79	75	73	56
8	Cc1cc(C)c(C#N)c(OCc2cccc(Cn3c(C)cc(C)c(C#N)c3=O)n2)n1	98	106	101	101
9	COc1cccc(-c2cnc3nonc3n2)c1	103	88	85	87
10	C[C@@]12Cc3ccccc3N[C@@H]1N(Cc1ccccc1)c1ccccc12	104	103	109	101
11	Cc1cc(=O)oc2cc(OCCCOc3ccc(/C=C/C(=O)Nc4ccccc4)cc3)ccc12	46	61	58	78
12	O=C(/C=C/Nc1ccc([N+](=O)[O-])cc1)c1ccc2c(c1)Nc1ccccc1S2	65	76	86	77

nr	DU-145	SF-539	PC-3	SF-295
1	102	112	87	94
2	104	103	.	102
3	101	80	70	90
4	109	106	82	103
5	100	79	80	94
6	70	86	90	95
7	88	38	57	55
8	103	100	100	87
9	99	84	73	97
10	110	119	97	113
11	77	68	82	67
12	81	67	76	74

More structures follow:
nr	SMILES	SNB-19	OVCAR-8	SF-268	U251
13	O=c1nc(Nc2ccc(Cl)cc2O)sc2ccccc12	57	78	86	53
14	NC(N)=NCCCCCNc1noc(Cc2c[nH]c3cc(Br)ccc23)n1	38	65	33	22
15	C1CCC(OC2CSC2)OC1 (stereo unspecified)	109	103	99	101
16	O=C(O)c1ccc2c(c1)CCC2	103	107	111	104
17	NC1=NN(c2nc3ccccc3[nH]c2=O)C(=O)C1	98	103	98	99
18	CCCCc1nc2c(N)nc3ccccc3c2n1Cc1ccccc1	81	81	94	85
19	Fc1ccc([I+]c2ccc(F)cc2)cc1	70	46	59	66
20	COc1cccc(-c2nc3occn3c2-c2ccnc(NCCCNS(=O)(=O)c3ccc(Cl)cc3)n2)c1	106	70	82	109
21	CCOC(=O)C(CCc1ccncc1)c1ccccc1 (stereo unspecified)	102	100	114	70
22	CCCCC(CC)COC(C)=O (stereo unspecified)	106	102	97	100
23	O=C(Nc1cccc2[nH]c(C(F)(F)F)nc12)c1ccc2c(c1)OCO2	91	107	106	92
24	O=C(Nc1nccs1)c1ccoc1COc1ccccc1	98	104	104	.

nr	DU-145	SF-539	PC-3	SF-295
13	89	82	41	52
14	93	72	32	80
15	.	110	99	102
16	118	105	106	103
17	109	108	96	102
18	95	82	58	64
19	92	62	63	95
20	83	103	68	95
21	115	122	96	91
22	106	92	97	99
23	98	96	99	94
24	111	104	104	102

The results go on.
nr	SMILES	SNB-19	OVCAR-8	SF-268	U251
25	C[C@H]1CNCc2ccc3ccccc3c21	106	100	93	105
26	NC1=C(C/C(N)=N\O)C(c2ccccc2)c2c(ccc3ccccc23)O1 (stereo unspecified)	92	91	82	91
27	CO[C@@H](C)Cn1c(=O)n(C)c2cnc3ccc(-c4cncc(C(C)(C)O)c4)cc3c21	8.2*	-13*	7.6*	2.4*
28	CCCC(N)(CC)C(=O)O (stereo unspecified)	105	103	114	98
29	CCOC(=O)C(CC(c1ccccc1)N1CCOCC1)[N+](=O)[O-] (stereo unspecified)	101	104	94	87
30	CCN1C(=O)N(CC)C2Nn3c(s/c(=C\c4ccco4)c3=O)=NC21 (stereo unspecified)	95	104	98	106
31	CCc1cccc(C2=NS(=O)(=O)c3ccccc32)c1	97	100	99	98
32	COc1cc2c(cc1OC)C1CCN3C(=O)CCC3N1CC2 (stereo unspecified)	111	113	103	112
33	O=[N+]([O-])c1ccccc1-c1ccc(Cl)cc1	106	113	102	104
34	Cc1cc(C)c(C(=O)c2cccs2)c(C)c1	100	106	104	98
35	O=C(Cn1cc(CO)nn1)c1ccc(-c2ccccc2)cc1	98	114	109	103
36	Cc1ccc2c(c1C)N1OC(C2)C[C@H]1c1cccc2ccccc12 (stereo partly specified)	89	98	104	92

nr	DU-145	SF-539	PC-3	SF-295
25	104	91	95	101
26	108	99	75	89
27	13	-39*	7.7*	-40*
28	116	102	94	104
29	108	.	95	111
30	111	92	100	98
31	108	93	95	103
32	111	118	107	113
33	113	114	108	111
34	111	106	89	122
35	111	105	101	105
36	108	90	.	90

Continued.
nr	SMILES	SNB-19	OVCAR-8	SF-268	U251
37	O=C(Nc1ccc(-n2cnc3cc(-c4ccc(O)cc4)ccc32)cc1)C1CC1	92	95	90	77
38	CCN(CCC#N)c1cccc(C)c1	102	89	106	94
39	O=[N+]([O-])c1ccc(/C=C/C=C/c2ccccc2)c(Cl)c1	100	99	111	92
40	CC1(C)CC(O)(C(Cl)c2ccccc2)C(=O)c2ccccc21 (stereo unspecified)	92	97	113	89
41	CC(C)[C@@H]1COC(C(Cc2ccc(C(C)(C)C)cc2)(Cc2ccc(C(C)(C)C)cc2)C2=N[C@H](C(C)C)CO2)=N1	96	107	99	103
42	CCn1c(-c2ccc3nc(-c4ccc([N+](=O)[O-])cc4)[nH]c3c2)n[nH]c1=S	99	105	103	107
43	CCc1nc2cc(C)c(C)cc2[nH]1	105	102	96	103
44	CC(Br)C(=O)Nc1ccc(S(=O)(=O)NCCO)cc1 (stereo unspecified)	98	100	111	100
45	COc1ccc(-c2ccc(/C=N/NC(=O)c3[nH]c4ccc(Br)cc4c3-c3ccccc3)s2)cc1	74	52	60	36
46	CCCCCCCCn1c2ccccc2c2c3c(c4c5cc(OC)ccc5oc4c21)C(=O)NC3=O	99	98	101	95
47	CCOC(=O)C1NNc2c3ncnc-3ncn2C1=O (stereo unspecified)	101	108	105	103
48	Nc1ccc(S(=O)(=O)c2ccc(NCNC(CSSCC(NCNc3ccc(S(=O)(=O)c4ccc(N)cc4)cc3)C(=O)O)C(=O)O)cc2)cc1 (stereo unspecified)	101	97	110	98

nr	DU-145	SF-539	PC-3	SF-295
37	95	69	100	95
38	113	96	96	110
39	109	99	94	99
40	111	103	88	87
41	103	98	101	102
42	102	89	105	101
43	103	94	104	97
44	118	93	92	96
45	104	72	92	72
46	107	101	98	101
47	106	109	100	104
48	112	94	93	117

(cont.)
nr	SMILES	SNB-19	OVCAR-8	SF-268	U251
49	COc1ccccc1N1CCN(c2ncnc3[nH]ccc23)CC1	88	98	100	89
50	O=C(CSc1nc2ccc([N+](=O)[O-])cc2[nH]1)Nc1cccc(Cl)c1	18	19	24	14
51	O=S(=O)(Nc1ccc(C(F)(F)F)cc1)c1ccc(-c2cnc(C3CC3)o2)cc1	90	92	96	97
52	CC(=O)c1ccc(N2CN(c3ccc(O)cc3)CC3=C2CC(C)(C)CC3=O)cc1	94	96	95	96
53	C=C1C(=O)O[C@@H]2C[C@]3(C)CC[C@]4(C)[C@H](CC[C@@H]5[C@@]6(C)CCC(=O)C(C)(C)[C@@H]6CC[C@]54C)[C@H]3[C@H]12	107	.	125	99
54	CC(=O)Nc1nc(-c2ccc(NS(=O)(=O)c3cccc4c(N(C)C)cccc34)cc2)cs1	79	76	79	82
55	NC(=O)CSCC(N)=O	103	104	104	98
56	S=c1ssc(CN2CCCCC2)c1S	109	107	102	102
57	O=C1CC2(CCCC2)CC(=O)N1CCCCN1CCN(c2ncccn2)CC1	124	99	100	102
58	O=C1CC(c2ccccc2)=C(c2ccccc2)C1	100	110	107	124
59	O=C(O)Cc1cc(=O)[nH]n(-c2ccccc2)c1=O	119	90	97	100
60	CCCCn1c(C)nc2cc(Nc3nc(N4CCCC4)nc4nc[nH]c34)ccc21	103	92	103	88

nr	DU-145	SF-539	PC-3	SF-295
49	109	100	96	93
50	36	45	12	22
51	106	99	88	93
52	105	98	78	99
53	102	91	111	106
54	82	.	58	85
55	112	95	98	97
56	109	109	103	.
57	105	110	85	98
58	105	89	93	112
59	115	99	94	97
60	93	95	90	87

Other results follow:
nr	SMILES	SNB-19	OVCAR-8	SF-268	U251
61	COc1ccc(CN2CCCC(C(=O)c3ccc(C(F)(F)F)cc3)C2)c(O)c1 (stereo unspecified)	44	17	30	19
62	NC(=S)N/N=C\c1cccc(/C=N/NC(N)=S)n1	111	110	92	102
63	CCN(CC)CCN1C(=O)c2ccccc2C1=O	117	95	94	95
64	CCCCCCCC(=O)c1ccccc1	109	108	96	99
65	Cc1ccc2c(c1)Nc1ccc(C)cc1C2(C)C	115	103	105	100
66	CC(C)=NNS(=O)(=O)c1ccc(C)cc1	102	96	106	89
67	CC1COc2c(N3CCN(C)CC3)c(F)cc3c(=O)c(C(=O)N/N=C/c4ccoc4)cn1c23 (stereo unspecified)	106	101	98	107
68	Cn1c(=O)[nH]c2nc(SC/C(=N/O)c3ccc(Cl)cc3)[nH]c2c1=O	101	107	102	105
69	O=C(NCC1CC1)NC(=O)c1ccccc1F	95	99	103	.
70	CCCNC(=O)c1ccc(Cl)cc1Cl	102	99	145	109
71	Brc1cnc[nH]1	100	104	116	110
72	COc1cc(OC)cc(C(=O)Nc2sc3c(c2C(N)=O)CCC(=O)C3)c1	25	42	31	10
73	COc1ccccc1NCS(=O)(=O)O	92	96	107	97

nr	DU-145	SF-539	PC-3	SF-295
61	51	15	26	-21*
62	104	102	91	103
63	108	.	98	97
64	102	100	94	100
65	107	96	91	101
66	110	100	97	85
67	100	90	101	101
68	107	90	105	103
69	108	105	92	89
70	156	107	.	108
71	120	102	100	105
72	99	17	9.0*	65
73	122	87	97	102

Part of the list above, as labelled records.
67: CC1COc2c(N3CCN(C)CC3)c(F)cc3c(=O)c(C(=O)N/N=C/c4ccoc4)cn1c23 (stereo unspecified)
- SNB-19: 106
- OVCAR-8: 101
- SF-268: 98
- U251: 107
- DU-145: 100
- SF-539: 90
- PC-3: 101
- SF-295: 101
68: Cn1c(=O)[nH]c2nc(SC/C(=N/O)c3ccc(Cl)cc3)[nH]c2c1=O
- SNB-19: 101
- OVCAR-8: 107
- SF-268: 102
- U251: 105
- DU-145: 107
- SF-539: 90
- PC-3: 105
- SF-295: 103
69: O=C(NCC1CC1)NC(=O)c1ccccc1F
- SNB-19: 95
- OVCAR-8: 99
- SF-268: 103
- U251: .
- DU-145: 108
- SF-539: 105
- PC-3: 92
- SF-295: 89
70: CCCNC(=O)c1ccc(Cl)cc1Cl
- SNB-19: 102
- OVCAR-8: 99
- SF-268: 145
- U251: 109
- DU-145: 156
- SF-539: 107
- PC-3: .
- SF-295: 108

Quoted at random: 3 entries already listed, in no set order.
nr	SMILES	SNB-19	OVCAR-8	SF-268	U251
66	CC(C)=NNS(=O)(=O)c1ccc(C)cc1	102	96	106	89
63	CCN(CC)CCN1C(=O)c2ccccc2C1=O	117	95	94	95
72	COc1cc(OC)cc(C(=O)Nc2sc3c(c2C(N)=O)CCC(=O)C3)c1	25	42	31	10

nr	DU-145	SF-539	PC-3	SF-295
66	110	100	97	85
63	108	.	98	97
72	99	17	9.0*	65
